Source: PubChem (National Center for Advancing Translational Sciences (NCATS))
Pf growth 96h: Primary qHTS for delayed death inhibitors of the malarial parasite plastid, 96 hour incubation | 320,000 tested, 6.9% active | AID 504834, 2011 | P. falciparum luciferase reporter growth, 96 h | Potency, µM (doses to about 28.7 µM), inactives show at the top dose activity change, negative = inhibition, most hits filed as inhibitors; note: potency is the fitted concentration of half-maximal effect; % is set by controls: 0 for no effect and ±100 for the full control effect
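Parasite growth measured via integrated firefly luciferase reporter in P. falciparum. Infected erythrocytes at 2% hematocrit, 0.05% parasitemia final were treated 96 hours at 37 C under 5% CO2, and luminescence was read.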
Pf growth 48h: Primary qHTS for delayed death inhibitors of the malarial parasite plastid, 48 hour incubation; 310,000 tested, 5.9% active; AID 504832, 2011; Potency, µM (series often up to 28.7 µM), inactives show at the highest dose activity change, negative = inhibition, hits mostly inhibitors; P. falciparum luciferase growth in erythrocytes, 48 h; note: potency is the fitted concentration of half-maximal effect; % is set by controls: 0 for no effect and ±100 for the full control effect
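Cell-based growth assay: transgenic P. falciparum expressing firefly luciferase, cultured in red cells within RPMI 1640 containing 0.5% w/v Albumax, 24 mM bicarbonate and gentamycin. A drop in luciferase activity indicates inhibition.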
Cycloheximide cs: Cycloheximide Counterscreen for Small Molecule Inhibitors of Shiga Toxin; cell reporter, cycloheximide protein synthesis inhibition counterscreen; max response, %; 300,000 tested, 12% active; AID 2314, 2010; in the data active = max response mostly above about 13%, no sharp cut-off; inactive = mostly below about 14%; note: read at 38.3 µM for the half of the compounds with a filed dose; 0% is about no effect
TbPYK inhibitor: qHTS of Trypanosoma Brucei Inhibitors. Potency, µM (top dose mostly 76.8 µM), for the others: top-dose activity, negative = inhibition, usual class: inhibitors. pyruvate kinase (Trypanosoma brucei), Q57TT1. 410,000 tested, 0.12% active. TbPYK enzyme, Kinase-Glo Plus ATP luminescence, 45 min. AID 624173, 2012; note: potency is the fitted concentration of half-maximal effect; % is set by controls: 0 for no effect and ±100 for the full control effect; nearly all actives have a fitted effect of over 50% in size
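Screened from lowest to highest concentration, compounds were pinned into TbPYK/substrate mixtures, and ADP (130 uM final) was added. Plates sat at room temperature for 45 min prior to Kinase-Glo Plus detection by luminescence.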
Shiga inhibitor: A qHTS for Small Molecule Inhibitors of Shiga Toxin; Vero cells, Shiga toxin protein synthesis inhibition reporter; inhibition, % at 38.7 µM; 290,000 tested, 9.2% active; AID 2315, 2010; in the data active = inhibition mostly above about 28%, no sharp cut-off; inactive = mostly below about 43%; note: 0% is about no effect
AmpC no deterg: qHTS Inhibitors of AmpC Beta-Lactamase (assay without detergent); P00811; AmpC nitrocefin hydrolysis, absorbance 480 nm, 0.0001% Triton; Potency, µM (series often up to 57.1 µM), inactives show top-dose activity change, negative = inhibition, usual class: inhibitors; 330,000 tested, 0.52% active;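 note: potency is the fitted concentration of half-maximal effect; plate controls were no compound for no effect and no enzyme for full effect; nearly all actives have a fitted effect of over 20% in size; some results filed as inactive show a strong effect at the top dose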
Target sequence (P00811 whole entry, looked up): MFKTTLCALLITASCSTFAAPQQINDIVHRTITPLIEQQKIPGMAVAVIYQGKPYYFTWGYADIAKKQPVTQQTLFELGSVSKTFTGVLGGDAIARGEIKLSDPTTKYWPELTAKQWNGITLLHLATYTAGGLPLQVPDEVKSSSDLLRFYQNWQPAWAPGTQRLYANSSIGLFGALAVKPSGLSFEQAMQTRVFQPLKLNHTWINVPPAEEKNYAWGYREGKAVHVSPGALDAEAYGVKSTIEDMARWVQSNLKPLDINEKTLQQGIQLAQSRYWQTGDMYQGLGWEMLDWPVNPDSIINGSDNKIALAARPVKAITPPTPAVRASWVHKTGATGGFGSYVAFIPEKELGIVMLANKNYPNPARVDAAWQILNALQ
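20 mM phosphate pH 7.0 + 0.01% (detergent screen) or 0.0001% Triton X-100; 5.3 nM AmpC reagent; cpd preinc 15 min RT; nitrocefin (800 uM stock) to start; A480 q20 s × 4 min; Activity was normalised to no-enzyme and no-compound control wells.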
LmPK inhibitor: qHTS Assay for Inhibitors of Leishmania Mexicana Pyruvate Kinase (LmPK); AID 1721, 2009; purified LmPK, Kinase-Glo ATP luminescence, 1 h; Potency, µM (series often up to 57.5 µM), for inactives: at the top dose activity change, negative = inhibition, hits mostly inhibitors; 290,000 tested, 0.37% active; note: potency is the fitted concentration of half-maximal effect; % is set by controls: 0 for no effect and ±100 for the full control effect
Target sequence (Q27686 whole entry, looked up): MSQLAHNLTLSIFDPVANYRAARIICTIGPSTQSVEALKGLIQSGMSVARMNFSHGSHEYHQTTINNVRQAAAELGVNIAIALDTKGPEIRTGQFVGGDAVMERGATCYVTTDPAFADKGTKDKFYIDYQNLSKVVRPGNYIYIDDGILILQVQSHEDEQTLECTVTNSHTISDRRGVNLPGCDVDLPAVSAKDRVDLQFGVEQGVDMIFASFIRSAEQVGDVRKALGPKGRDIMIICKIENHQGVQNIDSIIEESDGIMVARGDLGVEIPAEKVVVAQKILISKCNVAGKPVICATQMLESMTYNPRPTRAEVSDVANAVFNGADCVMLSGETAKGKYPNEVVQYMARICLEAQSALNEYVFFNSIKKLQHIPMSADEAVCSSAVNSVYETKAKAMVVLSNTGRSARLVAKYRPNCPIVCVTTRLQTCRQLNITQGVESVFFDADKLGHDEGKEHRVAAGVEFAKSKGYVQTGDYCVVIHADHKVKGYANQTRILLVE
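Kinase-Glo luminescence read after 1 h RT reaction of 0.1 nM LmPK with 0.5 mM PEP and 0.1 mM ADP. Activity scaled between uninhibited and enzyme-free controls.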
* hit, by the source's call; ? = inconclusive; . = not tested or not shown; & = joins results of further samples; [ ] = dose if it differs, or a comment. Unless noted, calls come from the whole dose curve; as a rule, active = well fitted curve in the direction sought with a large enough effect; inconclusive = small, poorly fitted or top-dose-only effect, or another doubt; inactive = no such curve, though single readings can be large; an effect the other way counts as inactive or inconclusive.

SMILES	Pf growth 96h	Pf growth 48h	Cycloheximide cs	TbPYK inhibitor	Shiga inhibitor	AmpC no deterg	LmPK inhibitor
CCCC(=O)OCCn1c(Br)nc2c1c(=O)[nH]c(=O)n2C	29.2%	-5.2%	-3.2	-8.1%	-9.6	-10.2%	0.2%
O=C(NCc1cccnc1)Nc1ccccc1F	2.7%	16.3%	6.8	7.8%	19.6	-9.5%	3.8%
O=C(CN1CCCC1)NC(c1ccccc1)c1ccccc1	-15.0%	?	-3.2	21.2%	-5.2	-7.2%	-0.2%
O=C(CSc1nc2ccccc2[nH]1)Nc1ccccc1N1CCOCC1	.	-29.3%	-3.7	-6.3%	-8.2	-13.5%	-4.4%
CCOCc1nnc(NC(=O)CSc2ccc(C)cc2)s1	12.5%	8.5%	-1.6	-2.0%	11.2	-16.4%	2.2%
Cc1cc(C)n(CC(O)COc2ccccc2C)n1 (stereo not given)	10.1%	6.8%	4.6	6.8%	-5.7	-1.1%	-1.7%
CC(C)NC(=O)COC(=O)c1ccc(O)cc1	10.4%	18.5%	8.2	-7.0%	25.8	-17.3%	0.3%
Cc1nc(N)sc1-c1csc(Nc2cccc(C(=O)O)c2)n1	155.6%[activator]	14.0%	-0.8	-18.3%	-9.0	-27.5%	-2.5%
Cc1cc(C)nc(NS(=O)(=O)c2ccc(NC(=O)Nc3ccccc3)cc2)n1	8.4%	4.6%	8.7	0.8%	25.0	-37.0%	4.9%
COC(=O)CC1=NN(c2ccc(OC)cc2)C(=O)/C1=C\c1ccc(Cl)cc1	37.3%[activator]	?	-2.9	-10.4%	-5.6	-1.5%	3.5%
COc1ccc2[nH]c(=O)c(CN(c3ccc(C)c(C)c3)S(C)(=O)=O)cc2c1	6.57µM*	-21.2%	-3.2	4.0%	-8.5	-17.1%	-1.0%
CCCCCC(=O)Nc1ccc(C(=O)COC(=O)c2ccccn2)cc1	67.0%[activator]	28.2%	.	4.0%	.	-23.1%	.
CCOCCCNC(=O)C(NC(=O)CNC(C)=O)c1ccc(Cl)cc1 (stereo not given)	38.9%[activator]	2.2%	-1.5	0.5%	-7.7	-1.3%	2.7%
Cc1ccsc1CN1CCC(C(=O)NCc2ccccc2Cl)CC1	33.1%[activator]	7.7%	8.6	15.8%	-1.0	-28.6%	-2.2%
O=C(O)CCCCCNC(=O)CSc1nnc(-c2ccco2)n1-c1ccccc1	-3.5%	13.2%	-1.4	0.4%	-7.1	-1.7%	-3.9%
CNC(=O)c1c(Cl)cnn1-c1ccccc1	-25.2%	49.7%[activator]	14.8	-0.8%	10.7	-12.1%	-5.9%
Cc1ccc(S(=O)(=O)Nc2cccc(C(=O)N3CCCC3)c2)cc1F	19.9%	-5.4%	.	3.5%	.	-10.3%	.
Cc1cccc2c3nc4ccccc4nc3n(CCCN3C(=O)c4ccccc4C3=O)c12	1.9%	-1.5%	-2.3	0.4%	-14.9	-14.7%	2.2%
CCN=C1SC(CC(=O)NCCc2ccc(OC)c(OC)c2)C(=O)N1CC (stereo not given)	5.5%	3.4%	-5.0	0.7%	-12.7	-4.1%	-3.3%
Cc1c(CC(=O)N2CCC(C(=O)O)CC2)c(=O)oc2cc3c(cc12)CCC1(CCCCC1)O3	-2.5%	?	-3.6	1.7%	0.6	0.0%	-14.0%
CCOC(=O)c1cnc(-n2nc(C)cc2C)nc1NC	-23.5%[5.75 µM]	0.0%	31.6*	-4.8%	28.5	-1.5%	4.8%
O=C(COC(=O)c1cc(=O)c2ccccc2o1)Nc1ccc2ccccc2c1	81.3%[activator]	17.5%	11.1*	1.3%	-21.7	-9.2%	-1.9%
CC(C)C(NS(=O)(=O)c1ccc2c(c1)OCCO2)C(=O)NCCc1ccccn1 (stereo not given)	.	13.5%	1.9	-0.5%	-6.5	-1.8%	1.0%
O=C(CN1CCN(c2ccccc2)CC1)Nc1ccccc1Cl	-2.6%	-15.3%	-2.1	-5.6%	-9.1	-2.2%[2.29 µM]	1.2%
O=C(CC1Sc2ncnn2C1=O)Nc1ccc(Cl)cc1 (stereo not given)	-3.0%	5.3%	-0.1	-4.0%	-1.2	-39.4%	4.2%
COC(=O)c1ccc2c(=O)n(CCCCCC(=O)O)c(=O)[nH]c2c1	?	-25.2%	-2.9	-20.2%	7.7	0.6%	-0.7%
O=C(CCN1C(=O)c2cccnc2C1=O)NC1CCCCCC1	-4.6%	0.0%	0.6	-1.1%	-6.4	-10.1%	0.9%
O=C(Nc1ccccc1N1CCCC1)c1ccc([N+](=O)[O-])cc1Cl	41.6%[activator]	?	4.3	-0.8%	7.2	-7.7%	3.9%
COC(=O)C1(c2ccccc2)NC(c2ccc(O)cc2)C2C(=O)N(c3ccc4c(c3)OCO4)C(=O)C21 (stereo not given)	?	?	-1.9	4.4%	5.7	-40.1%	-1.1%
O=C(NCCc1ccccc1)c1cccc2c1C(=O)N(C1CCCCC1)C2	?	?	-2.8	3.5%	-6.3	-5.5%	8.1%
CC1(C)C(=O)Nc2ccccc2N1C(=O)COC(=O)c1cc(S(=O)(=O)N2CCOCC2)ccc1F	-3.1%	4.0%	5.8	-3.5%	-12.5	11.0%	1.6%
Cn1nnc2cc(NC(=O)NCc3ccc4c(c3)OCO4)ccc21	-0.9%	12.1%	8.8	-11.6%	13.9	-6.6%	5.1%
O=S(=O)(NN1CCOCC1)c1ccc(Br)cc1	1.2%	5.8%	-3.2	0.2%	-8.8	-14.9%	4.4%
COc1ccc(-n2nnnc2SCC(=O)Nc2ccccc2N2CCOCC2)cc1OC	-22.7%	-13.5%	10.5	8.0%	17.8	0.3%	-0.4%
Cc1cc(C)c[n+](CC(=O)c2c(C)cc(C)c([N+](=O)[O-])c2C)c1	-0.4%	-24.8%	-1.9	-3.4%	-8.3	0.8%	-1.6%
Cc1cc(C)nc(N2CCC(C(=O)NCc3ccccc3F)CC2)n1	-16.9%	-0.4%	-3.3	2.6%	-11.9	-22.1%	2.7%

Shown with two lines to a compound: part of the list above.
Each structure is followed by: Pf growth 96h, Pf growth 48h, Cycloheximide cs, TbPYK inhibitor, Shiga inhibitor, AmpC no deterg, LmPK inhibitor
- O=C(CC1Sc2ncnn2C1=O)Nc1ccc(Cl)cc1 (stereo not given)
→ -3.0%, 5.3%, -0.1, -4.0%, -1.2, -39.4%, 4.2%
- COC(=O)c1ccc2c(=O)n(CCCCCC(=O)O)c(=O)[nH]c2c1
→ ?, -25.2%, -2.9, -20.2%, 7.7, 0.6%, -0.7%
- O=C(CCN1C(=O)c2cccnc2C1=O)NC1CCCCCC1
→ -4.6%, 0.0%, 0.6, -1.1%, -6.4, -10.1%, 0.9%
- O=C(Nc1ccccc1N1CCCC1)c1ccc([N+](=O)[O-])cc1Cl
→ 41.6%[activator], ?, 4.3, -0.8%, 7.2, -7.7%, 3.9%

New compounds follow
SMILES	Pf growth 96h	Pf growth 48h	Cycloheximide cs	TbPYK inhibitor	Shiga inhibitor	AmpC no deterg	LmPK inhibitor
O=C(NCCN1Cc2ccccc2C1=O)c1cccs1	?	14.9%	20.7*	-3.0%	46.7*	-10.7%	7.3%
CCOc1cc(/C=N/N=C/c2ccc(O)c(OCC)c2)ccc1O	5.0%	.	10.7	1.9%	21.2	-27.2%	-0.4%
CCOC(=O)C1=C(Cc2ccc(Cl)cc2)C(=O)c2ccccc2C1=O	.	?	12.3	?	40.2	-44.9%	?
O=C(Cc1c[nH]c2ccccc12)NCc1cccs1	32.6%[activator]	52.6%[activator]	11.6	-9.5%	-8.6	-11.4%	-11.4%
O=C(c1ccco1)N1CCN(S(=O)(=O)c2ccc3c(c2)OCCO3)CC1	18.1%	-8.2%	-3.8	-5.2%	-14.2	-5.4%	-1.8%
C=CCSC1=C(C#N)C(c2cc(Br)c(O)c(OC)c2)CC(=O)N1 (stereo not given)	-7.3%[5.75 µM]	?	-4.9	-3.6%	-16.0	-45.2%	4.3%
O=[N+]([O-])c1ccc(/C=N/Nc2ncc(Br)cn2)cc1	?	16.2%	-2.9	2.1%	-7.4	1.9%	-2.3%
Cc1ccc(Sc2c([N+](=O)[O-])c(C)nn2C)cc1	13.2%	-8.1%	0.8	-1.0%	-8.4	-11.2%	-1.4%
CCC(=O)Nc1ccc(C(=O)N/N=C/c2cccnc2)cc1	2.2%	10.0%	6.5	2.2%	-9.9	-30.8%	1.1%
O=C(CSc1nc(-c2ccccc2)nc2ccc(F)cc12)Nc1cccc(C(=O)O)c1	63.1%[activator]	112.7%[activator]	-1.2	-0.7%	1.8	-31.8%	0.2%
COc1cc2c(cc1OC)-c1cc(=Nc3c(C)cc(C)cc3C)n(C)c(=O)n1CC2	0.757µM*	0.675µM*	.	-4.9%	.	.	.
O=C(COC(=O)CCC1CCCC1)Nc1ccc(F)cc1Cl	1.0%	14.0%	.	2.8%	.	-28.4%	.
O=C1COc2ccc(C(=O)COC(=O)Cc3c(F)cccc3Cl)cc2N1	-3.7%	-13.7%	.	-0.3%	.	-27.1%	.
Cc1ccccc1NS(=O)(=O)c1ccc(C)c(NS(C)(=O)=O)c1C	36.9%[activator]	5.2%	-7.0	-1.9%	-7.4	-21.8%	-1.0%
Cc1cc(C)cc(NC(=O)NCC2CCN(Cc3cc(C)ccc3C)CC2)c1	?	?	-2.9	-6.6%&4.6%	-9.6	-7.1%	0.4%
COCCn1c(SCC(=O)N2CCCc3ccccc32)nc2ccccc2c1=O	2.2%	?	-1.7	2.5%	-13.6	130.3%[activator]	0.3%
COCC(COS(N)(=O)=O)C(C)C (stereo not given)	34.7%	25.5%	-2.8	2.3%	-6.2	-10.7%	5.5%
CC1=C(C(=O)Nc2ccccn2)C(c2ccccc2)n2ncnc2N1 (stereo not given)	3.8%	61.8%[activator]	15.1*	9.5%	11.2	-10.9%	5.1%
COC(=O)CSc1ncnc2c1cnn2-c1ccc(C)cc1C	87.9%[activator]	36.9%[activator]	-8.2	-2.2%	-5.7	16.9%	13.8%
Cc1ccc(S(=O)(=O)N2CCCC(C(=O)NCCc3ccc(S(N)(=O)=O)cc3)C2)cc1 (stereo not given)	-26.1%	2.4%	-4.7	2.6%	-0.8	-13.4%	7.1%
CC1(C)Cc2c(c(N3CCOCC3)nc3sc4c(NCc5ccccc5)nnnc4c23)CS1	1.04µM*	.	-3.6	-10.2%	-17.2	-15.5%	7.0%
CC1Cc2ccccc2N1C(=O)c1cc2cccnc2n(C)c1=O (stereo not given)	-22.2%	34.6%[activator]	.	6.2%	.	-6.8%	.
Brc1cccc(OCCSc2ncccn2)c1	497.5%[activator]	47.0%[activator]	33.5*	-20.1%	44.0*	-18.1%	-0.8%
O=C(Nc1ccc(OCC(=O)N2CCOCC2)cc1)c1cccc(Cl)c1	-2.8%	2.1%	20.3	4.7%	26.4*	0.2%	-9.9%
COc1cc2cc(CCOC(=O)N3CCCCC3)oc(=O)c2cc1OC	?	-19.3%	.	-1.7%	.	-4.5%	.
COc1ccc(-c2csc(Nc3ccc(O)cc3)n2)cc1	37.7%[activator]	-28.2%	58.3*	-8.8%	92.3*	-48.1%	6.5%
